ERAP1 inh – inhibitors of human ERAP1 aminopeptidase. 0.15% of 340,000 active. Q9NZ08. recombinant ERAP1, Leu-AMC fluorescence, 60 min. inhibition, % at 10.7 µM;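 active = mean replicate inhibition of at least 30%, or all replicates individually reaching that 30% level; inactive = mean below 30% and not every replicate reaching it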;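 also: 0% = neutral control wells and 100% = L-leucinethiol positive control wells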
Target sequence (Q9NZ08 whole entry, looked up): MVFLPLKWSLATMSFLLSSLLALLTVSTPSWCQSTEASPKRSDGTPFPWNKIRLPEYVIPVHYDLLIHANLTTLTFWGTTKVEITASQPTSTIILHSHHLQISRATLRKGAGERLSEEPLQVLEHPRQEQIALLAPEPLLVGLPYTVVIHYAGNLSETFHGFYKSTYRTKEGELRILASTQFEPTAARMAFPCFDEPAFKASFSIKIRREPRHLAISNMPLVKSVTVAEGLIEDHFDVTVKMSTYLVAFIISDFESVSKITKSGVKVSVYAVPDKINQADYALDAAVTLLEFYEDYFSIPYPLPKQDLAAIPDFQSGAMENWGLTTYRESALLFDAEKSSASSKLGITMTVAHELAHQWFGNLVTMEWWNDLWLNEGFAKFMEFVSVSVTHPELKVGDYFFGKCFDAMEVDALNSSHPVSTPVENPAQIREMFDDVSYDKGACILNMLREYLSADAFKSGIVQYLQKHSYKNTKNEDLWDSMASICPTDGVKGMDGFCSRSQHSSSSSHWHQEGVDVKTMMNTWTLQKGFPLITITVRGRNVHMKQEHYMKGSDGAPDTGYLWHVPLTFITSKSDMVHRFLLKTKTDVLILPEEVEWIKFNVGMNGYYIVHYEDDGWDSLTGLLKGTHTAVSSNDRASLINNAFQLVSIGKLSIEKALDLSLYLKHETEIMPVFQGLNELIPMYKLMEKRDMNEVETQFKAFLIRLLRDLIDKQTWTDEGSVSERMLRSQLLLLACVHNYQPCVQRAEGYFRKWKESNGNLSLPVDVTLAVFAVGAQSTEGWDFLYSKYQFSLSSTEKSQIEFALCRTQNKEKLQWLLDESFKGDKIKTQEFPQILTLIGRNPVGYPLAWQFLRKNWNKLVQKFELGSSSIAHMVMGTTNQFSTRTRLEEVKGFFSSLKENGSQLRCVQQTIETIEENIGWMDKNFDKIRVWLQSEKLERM
Xi reactivation – X-chromosome reactivation activator; XiGFP mouse fibroblasts, % GFP-positive cells imaging, 3 d; cells co-treated with 5-aza-dC sensitizer; scaled so ellipticine positive control = 100%; AID 743238; activation, % at 7.58 µM; 0.055% of 360,000 active;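 active = mean normalized replicate activation at least 10% and every replicate at or above 10%; inconclusive = only one of the two criteria met; inactive = mean below 10% and not all replicates reach 10%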;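 also: 0% = median of on-plate neutral control wells and 100% = ellipticine 6 µM median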
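Material: XiGFP fibroblasts, SV40-immortalized. Buffer or medium: DMEM plus 5-aza-dC sensitizer. Compound: single concentration per compound, delivered by pin transfer. Times: 3 days compound exposure. Controls: ellipticine 6 µM.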
E-sel inducer – induces E-selectin expression in human endothelial cells | HUVEC E-selectin immunofluorescence imaging; normalized: neutral wells 0, TNF-alpha wells 100 | activation, % at 7.58 µM | 0.37% of 260,000 active;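 active = mean E-selectin-positive cell signal at least 10% of the positive control, reached in at least 60% of replicates, without over 20% cell loss; inconclusive = no rule given, readout overlaps actives, possibly toxicity-flagged; inactive = the rest, including those meeting only one limit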;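 also: in these data hits start at about 27%; measured in HUVEC primary endothelial cells; signal is the percent of cells scored E-selectin positive by PE staining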
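Assay system: HUVEC, human umbilical vein endothelial cells / Amount: 3,000 HUVEC/well / Controls: TNF-alpha positive control, DMSO neutral control / Compound dosing: single concentration / Medium: EGM-2 over gelatin coat / Evaluation: percent E-selectin-positive cells / Signal: immunofluorescence imaging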
RAD52 anneal inh – RAD52 (human) annealing inhibition | P43351 | recombinant RAD52 DNA annealing, FRET fluorescence | inhibition, % at 18.7 µM | 0.46% of 360,000 active | AID 651710;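 active = every replicate showing at least 50% inhibition; inconclusive = mean inhibition at least 50% but not in every replicate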
RAD54 branch – blocks human RAD54 Holliday junction branch migration. Q92698. FAM/BHQ fluorescence. inhibition, % at 10.4 µM. 0.14% of 360,000 active. AID 602329;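 active = mean normalized replicate activity at least 40 and at least half of replicates scoring 40 or more; inconclusive = only one of the two criteria met; inactive = mean below 40 and under half of replicates reaching 40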;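 also: 0% = median of neutral control wells and 100% = median of positive control wells; inhibitors cause a drop in the FAM fluorescence signal; in these data hits start at about 50%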
S100A4 MyoIIA – blocks human S100A4 binding to myosin IIA peptide | P26447 | S100A4/TAMRA-MyoIIA peptide fluorescence polarization | inhibition, % at 10.7 µM | 0.14% of 360,000 active | AID 652163;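 active = mean inhibition of at least 70% across replicates, with every replicate also reaching that level; inconclusive = mean inhibition reaches 70% but some replicates fall short; inactive = mean inhibition below 70%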
Target sequence (P26447 whole entry, looked up): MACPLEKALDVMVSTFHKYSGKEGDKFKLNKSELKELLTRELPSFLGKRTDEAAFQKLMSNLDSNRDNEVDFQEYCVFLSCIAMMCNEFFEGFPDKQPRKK
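Assay system: human S100A4 monomer with TAMRA-labelled myosin IIA peptide / Buffer or medium: Calcium-containing HEPES buffer, pH 7.2 / Reagent: TAMRA-labelled myosin IIA heavy-chain peptide probe, 5 nM / Compound: one dose per compound / Timing: polarization read 5 min after assay mix addition, stable 5–60 min / Benchmarks: neutral control DMSO, positive control TFP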
esBAF inh – inhibitors of esBAF chromatin remodeling in mouse ES cells. Bmi1-luciferase knock-in reporter, 24 h; 100% = twice the neutral-well signal. reporter increase, % at 12.5 µM. 2% of 350,000 active. AID 602393; in the data active = activation above about 40%; inconclusive = no clear call, values can overlap the other calls;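 also: 0% = median of the plate's neutral control wells and 100% = double that signal; a rise in the Bmi1 reporter signal indicates esBAF inhibition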
ERp5 block – blocks human ERp5 reductase activity on insulin | Q15084 | ERp5 insulin aggregation, absorbance 650 nm, 90 min | inhibition, % at 9.99 µM | 0.05% of 350,000 active | AID 651711;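 active = mean replicate inhibition above about 25%, with every replicate also reaching it, limit read from the data, passing the limit was not always enough; inconclusive = only one of those two criteria met; inactive = neither criterion met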
* marks the source's active call; other numbers are inactive results; ? = inconclusive; . = not tested or not shown.

SMILES	ERAP1 inh	Xi reactivation	E-sel inducer	RAD52 anneal inh	RAD54 branch	S100A4 MyoIIA	esBAF inh	ERp5 block
CSc1ncccc1C(=O)OCC(=O)Nc1ccc(C)c(S(=O)(=O)N2CCOCC2)c1	2	0.4	0.6	-31	1	-3	-2	0
CCCCSCCCNC(=O)Nc1cccc(OC)c1	7	.	.	-21	-3	-2	2	-7
C/C=C/c1ccc(OCCn2nnc3ccccc32)c(OC)c1	5	0.2	0.0	-11	2	4	31	-2
C[C@@H]1CN([C@H](C)CO)C(=O)c2cc(NS(=O)(=O)c3ccccc3)ccc2O[C@@H](C)CCCCO[C@@H]1CN(C)C(=O)NC1CCCCC1	3	0.2	-0.2	-62	4	-1	3	3
CCCNC(=O)C(Cc1cccc(Cl)c1)NC(=O)c1ccc(C#N)cc1 (stereo unspecified)	.	-0.3	-0.1	4	4	12	14	-1
Cc1nn(-c2ccccc2)c(C)c1-c1nnc(-c2c(C)nn(-c3ccccc3)c2C)o1	.	0.0	.	-5	.	2	.	0
CCCCn1c(N)c(N(CCOC)C(=O)CN2C(=O)NC3(CC(C)CC(C)(C)C3)C2=O)c(=O)[nH]c1=O (stereo unspecified)	-4	-0.2	.	-195	3	11	-2	1
CCc1cccc(C)c1NC(=O)COC(=O)C1CC(=O)N(CCc2ccc(OC)c(OC)c2)C1 (stereo unspecified)	-4	0.0	.	-12	-7	1	9	3
N#C/C(=C/c1ccc2c(c1)OCO2)C(=O)Nc1ccc(O)cc1	3	0.0	-3.8	-8	0	4	16	-2
CCCNC(=O)N(C)C[C@H]1Oc2cc(-c3cccnc3)ccc2S(=O)(=O)N([C@H](C)CO)C[C@@H]1C	0	0.2	-0.3	11	3	6	0	2
CCOc1cc(C#N)c(NC(=O)c2ccnn2C)cc1OCC	1	0.2	0.1	-14	-3	10	-9	-6
CCOC(=O)C1=C(C)N=c2s/c(=C/c3cccc(OCC(=O)O)c3)c(=O)n2C1c1ccc(F)cc1 (stereo unspecified)	12	0.0	0.2	-11	.	1	.	4
Cc1c(Cl)cccc1NC(=O)CNc1cccc(C(F)(F)F)c1	-4	-0.2	-2.0	2	.	5	.	-5
CNC[C@@H]1Oc2cc(C#C[C@H](C)O)ccc2S(=O)(=O)N([C@H](C)CO)C[C@H]1C	-3	-0.6	0.0	-26	-5	-7	-1	3
CO[C@H]1CN(C)C(=O)c2cc(NS(C)(=O)=O)ccc2OC[C@@H](C)N(C(=O)C2CCCCC2)C[C@@H]1C	3	-0.4	0.1	-1	2	-14	-3	0
COc1ccc(NC(=O)N(C)C[C@H]2Oc3ccc(NS(C)(=O)=O)cc3C(=O)N([C@H](C)CO)C[C@@H]2C)cc1	2	-1.5	.	1	2	2	1	-4
Cc1cccc(NC(=O)Nc2ccc3c(c2)C(=O)N(C)[C@H]2CC[C@@H](CC(=O)NCc4ccccc4Cl)O[C@@H]2CO3)c1	3	0.1	0.0	4	-3	-9	17	-1
CCCC(=O)Nc1ccc2c(c1)C(=O)N(C)C[C@@H](OC)[C@@H](C)CN(S(=O)(=O)c1cn(C)cn1)[C@H](C)CO2	3	0.0	0.0	7	-6	7	1	4
CC(=O)Nc1ccc2nc(NC(=O)COc3ccccc3)sc2c1	3	0.0	-0.8	-8	3	0	-7	0
C[C@@H]1CN([C@H](C)CO)C(=O)c2cc(C3=CCCCC3)cnc2O[C@H]1CN(C)C(=O)C1CCOCC1	1	0.0	0.1	11	-14	10	3	-6
N#C[C@@H]1[C@H](c2ccccc2C2=CCCCC2)[C@H](CO)N1C(=O)Nc1ccccc1F	-4	0.0	-0.2	4	.	24	.	1
CCc1cc2cc(OC)ccc2nc1SCC(=O)Nc1cc(OC)c(OC)cc1C(=O)O	-3	0.2	3.2	-2	.	2	.	-4
COc1ccc(S(=O)(=O)N2CCCC(C(=O)NCc3ccccn3)C2)cc1Cl (stereo unspecified)	-2	.	.	-16	6	2	-2	4
O=C1CCCN2N=C(SCC(=O)N3CCCCC3)SC2=N1	.	0.1	0.1	-4	.	1	.	-1
COc1cc(/C=C2\SC(=S)N(NC(=O)c3ccccc3OC)C2=O)ccc1O	1	0.0	.	-89	-7	-2	16	-1

Molecules shown so far that have fluorine (three):
SMILES	ERAP1 inh	Xi reactivation	E-sel inducer	RAD52 anneal inh	RAD54 branch	S100A4 MyoIIA	esBAF inh	ERp5 block
CCOC(=O)C1=C(C)N=c2s/c(=C/c3cccc(OCC(=O)O)c3)c(=O)n2C1c1ccc(F)cc1 (stereo unspecified)	12	0.0	0.2	-11	.	1	.	4
Cc1c(Cl)cccc1NC(=O)CNc1cccc(C(F)(F)F)c1	-4	-0.2	-2.0	2	.	5	.	-5
N#C[C@@H]1[C@H](c2ccccc2C2=CCCCC2)[C@H](CO)N1C(=O)Nc1ccccc1F	-4	0.0	-0.2	4	.	24	.	1

Next section
SMILES	ERAP1 inh	Xi reactivation	E-sel inducer	RAD52 anneal inh	RAD54 branch	S100A4 MyoIIA	esBAF inh	ERp5 block
COc1ccc(CCNC(=O)c2ccc(CS(=O)(=O)Cc3cccc(C)c3)o2)cc1OC	3	0.2	?	-20	1	-4	0	4
Cc1c(C(=O)NCc2ccc(Cl)c(Cl)c2)sc(=O)n1Cc1ccc(S(C)(=O)=O)cc1	.	-0.2	.	-30	-2	-5	-9	-5
Cn1c(SCc2ccccc2C#N)nc2ccccc2c1=O	3	0.3	.	-22	0	-7	15	1
COc1ccc(NC(=O)Nc2ccc3c(c2)C(=O)N([C@@H](C)CO)C[C@@H](C)[C@@H](CN(C)C(=O)CCCN(C)C)OCCCC[C@@H](C)O3)cc1	0	0.1	0.2	34	8	6	5	13
O=C(Nc1ccccc1)c1ccc(S(=O)(=O)NCc2cccnc2)cc1	-2	0.0	-0.2	-3	-7	-3	9	2
C[C@@H]1CN([C@H](C)CO)S(=O)(=O)c2ccc(C#Cc3ccncc3)cc2O[C@H]1CN(C)C(=O)c1ccncc1	3	-0.6	1.3	-10	1	10	18	-8
CC(C)c1nc2ccc(Br)cn2c1NC1CCCC1	0	0.0	0.4	-7	.	-2	.	-3
CC1CCN(CCC(=O)Nc2nccs2)CC1	0	0.0	0.0	-8	.	-6	.	-1
CC(Sc1ccc(S(=O)(=O)N2CCN(C)CC2)cn1)C(=O)NC1CCCC(C)C1C (stereo unspecified)	-3	0.0	-0.1	-16	-3	-1	5	7
CC(=O)N1CC(=O)N2[C@H](CO)[C@@H](c3ccc(-c4ccncc4)cc3)[C@@H]2C1	4	-0.1	-0.1	3	.	-1	.	-1
C/C=C(/C)C(=O)O[C@@H]1c2c(ccc3ccc(=O)oc23)O[C@@H]1C(C)(C)OC(C)=O	2	-0.2	-0.3	-8	4	6	2	6
Cc1ccc(C)c(OCCCC(=O)Nc2ccccc2C(N)=O)c1	2	-0.1	0.1	-25	.	-3	.	0
O=C(NCc1ccccc1)c1cc(C2CCCCN2C(=O)c2cccs2)on1 (stereo unspecified)	-2	-0.1	-0.3	-15	-10	-3	4	1
CC(C(=O)N1CCCC1)N1CCN(S(=O)(=O)c2ccccc2)CC1 (stereo unspecified)	-1	-0.1	2.8	-1	2	-9	9	1
C[C@@H]1CN([C@@H](C)CO)C(=O)Cc2cc(NS(=O)(=O)c3ccc(Cl)cc3)ccc2O[C@@H]1CN(C)S(=O)(=O)c1ccc(Cl)cc1	-2	0.1	0.8	-1	5	-1	-6	2
Nc1cc2c(cc1Cl)-c1ccccc1C2=NO	0	-0.1	1.1	-8	1	3	52*	-12
CN(C)CC(=O)N1CCCCN2[C@@H](CO)[C@@H](c3ccc(-c4ccccc4)cc3)[C@@H]2C1	0	-0.1	0.1	23	12	-3	-5	0
CCOc1ccc(N(C)S(=O)(=O)c2cc(-c3cc(C)no3)ccc2OC)cc1	4	0.0	.	-23	-3	3	4	8
CO[C@H]1CN(C)C(=O)c2cc(NC(=O)C3CC3)ccc2OC[C@H](C)N(CC2CCCC2)C[C@@H]1C	-1	0.0	-0.2	-2	-8	11	-2	0
O=C(Nc1ccc(Oc2cccc(C(F)(F)F)c2)nc1)c1ccccc1	4	0.0	-0.2	-7	-5	-5	-1	3
CC(=O)Nc1ccc(NC(=S)NC(=O)c2cc3ccccc3o2)cc1	-2	0.3	-0.2	-13	.	-3	.	4
CCCN1CCN(C(=O)Cn2nc(C)n3c(cc4c(OC)cccc43)c2=O)CC1	2	0.0	-0.3	-1	20	-2	8	7
Cc1cc(SCC(=O)N(C)C2CCS(=O)(=O)C2)nc2c(C)cccc12 (stereo unspecified)	-2	0.0	-0.9	-15	.	0	.	-6
Cc1ccc(S(=O)(=O)Nc2cccc3c2O[C@@H](CN(C)Cc2ccccc2)[C@H](C)CN([C@H](C)CO)C3=O)cc1	0	0.0	-0.1	9	3	14	-3	9
COC(=O)C1=C(C)N(Cc2ccccc2)C(=O)/C1=C\c1ccco1	1	0.0	-0.2	-8	.	-7	.	1

Further records follow.
SMILES	ERAP1 inh	Xi reactivation	E-sel inducer	RAD52 anneal inh	RAD54 branch	S100A4 MyoIIA	esBAF inh	ERp5 block
Cc1noc(C)c1NC(=O)N(C)C[C@@H]1OCCCC[C@H](C)Oc2ccc(NC(=O)NC(C)C)cc2C(=O)N([C@@H](C)CO)C[C@@H]1C	4	0.1	-0.3	8	9	14	-8	-2
CCOC(=O)C1CCCN(C(=O)c2ccc(C)c(F)c2)CC1 (stereo unspecified)	-2	0.0	0.8	-3	-4	-2	-1	-3
COc1ccc(CN(C)C[C@H]2Oc3ccc(NS(=O)(=O)c4ccc(C)cc4)cc3C(=O)N([C@@H](C)CO)C[C@@H]2C)cc1	-16	-1.0	0.7	13	3	6	4	3
O=[N+]([O-])c1cccc(CN2C[C@@]34C=C[C@@H](C[C@@H]3S2(=O)=O)O4)c1	3	0.8	.	-14	-5	8	-2	2
COc1ccccc1C#Cc1ccc2c(c1)[C@H]1[C@H](CCN1C(=O)CN1CCOCC1)[C@H](CO)N2	.	0.0	0.5	.	-1	.	10	.
O=C(c1cc(-c2cccc(Cl)c2)nc2ccccc12)N1CCN(c2ccccn2)CC1	-1	0.4	-0.7	-13	1	4	9	-5
CCN(C[C@H]1N[C@@](CC)(C(=O)OC)[C@H]2C(=O)N(C)C(=O)[C@@H]12)C(=O)c1ccccc1	0	0.0	0.3	-3	-1	9	-8	0

3 entries drawn at random from those above:
SMILES	ERAP1 inh	Xi reactivation	E-sel inducer	RAD52 anneal inh	RAD54 branch	S100A4 MyoIIA	esBAF inh	ERp5 block
COc1ccccc1C#Cc1ccc2c(c1)[C@H]1[C@H](CCN1C(=O)CN1CCOCC1)[C@H](CO)N2	.	0.0	0.5	.	-1	.	10	.
O=[N+]([O-])c1cccc(CN2C[C@@]34C=C[C@@H](C[C@@H]3S2(=O)=O)O4)c1	3	0.8	.	-14	-5	8	-2	2
CCN(C[C@H]1N[C@@](CC)(C(=O)OC)[C@H]2C(=O)N(C)C(=O)[C@@H]12)C(=O)c1ccccc1	0	0.0	0.3	-3	-1	9	-8	0

Hits appear at their usual frequency; about 2.5% have a hit in one of these screens.
